Screens as filed in PubChem BioAssay.
Cav3 T inh: inhibitors of human Cav3.2 T-type calcium channel; O95180; B-score at 10 µM; 100,000 compounds, 4% hits; Cav3.2-expressing cells, Fluo-4 calcium fluorescence FDSS; stronger effect = lower value;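 active = single-dose well whose peak fluorescence ratio is a statistical outlier from its plate by either plate-standardised score or position-corrected B-score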
Target sequence (O95180 whole entry, looked up): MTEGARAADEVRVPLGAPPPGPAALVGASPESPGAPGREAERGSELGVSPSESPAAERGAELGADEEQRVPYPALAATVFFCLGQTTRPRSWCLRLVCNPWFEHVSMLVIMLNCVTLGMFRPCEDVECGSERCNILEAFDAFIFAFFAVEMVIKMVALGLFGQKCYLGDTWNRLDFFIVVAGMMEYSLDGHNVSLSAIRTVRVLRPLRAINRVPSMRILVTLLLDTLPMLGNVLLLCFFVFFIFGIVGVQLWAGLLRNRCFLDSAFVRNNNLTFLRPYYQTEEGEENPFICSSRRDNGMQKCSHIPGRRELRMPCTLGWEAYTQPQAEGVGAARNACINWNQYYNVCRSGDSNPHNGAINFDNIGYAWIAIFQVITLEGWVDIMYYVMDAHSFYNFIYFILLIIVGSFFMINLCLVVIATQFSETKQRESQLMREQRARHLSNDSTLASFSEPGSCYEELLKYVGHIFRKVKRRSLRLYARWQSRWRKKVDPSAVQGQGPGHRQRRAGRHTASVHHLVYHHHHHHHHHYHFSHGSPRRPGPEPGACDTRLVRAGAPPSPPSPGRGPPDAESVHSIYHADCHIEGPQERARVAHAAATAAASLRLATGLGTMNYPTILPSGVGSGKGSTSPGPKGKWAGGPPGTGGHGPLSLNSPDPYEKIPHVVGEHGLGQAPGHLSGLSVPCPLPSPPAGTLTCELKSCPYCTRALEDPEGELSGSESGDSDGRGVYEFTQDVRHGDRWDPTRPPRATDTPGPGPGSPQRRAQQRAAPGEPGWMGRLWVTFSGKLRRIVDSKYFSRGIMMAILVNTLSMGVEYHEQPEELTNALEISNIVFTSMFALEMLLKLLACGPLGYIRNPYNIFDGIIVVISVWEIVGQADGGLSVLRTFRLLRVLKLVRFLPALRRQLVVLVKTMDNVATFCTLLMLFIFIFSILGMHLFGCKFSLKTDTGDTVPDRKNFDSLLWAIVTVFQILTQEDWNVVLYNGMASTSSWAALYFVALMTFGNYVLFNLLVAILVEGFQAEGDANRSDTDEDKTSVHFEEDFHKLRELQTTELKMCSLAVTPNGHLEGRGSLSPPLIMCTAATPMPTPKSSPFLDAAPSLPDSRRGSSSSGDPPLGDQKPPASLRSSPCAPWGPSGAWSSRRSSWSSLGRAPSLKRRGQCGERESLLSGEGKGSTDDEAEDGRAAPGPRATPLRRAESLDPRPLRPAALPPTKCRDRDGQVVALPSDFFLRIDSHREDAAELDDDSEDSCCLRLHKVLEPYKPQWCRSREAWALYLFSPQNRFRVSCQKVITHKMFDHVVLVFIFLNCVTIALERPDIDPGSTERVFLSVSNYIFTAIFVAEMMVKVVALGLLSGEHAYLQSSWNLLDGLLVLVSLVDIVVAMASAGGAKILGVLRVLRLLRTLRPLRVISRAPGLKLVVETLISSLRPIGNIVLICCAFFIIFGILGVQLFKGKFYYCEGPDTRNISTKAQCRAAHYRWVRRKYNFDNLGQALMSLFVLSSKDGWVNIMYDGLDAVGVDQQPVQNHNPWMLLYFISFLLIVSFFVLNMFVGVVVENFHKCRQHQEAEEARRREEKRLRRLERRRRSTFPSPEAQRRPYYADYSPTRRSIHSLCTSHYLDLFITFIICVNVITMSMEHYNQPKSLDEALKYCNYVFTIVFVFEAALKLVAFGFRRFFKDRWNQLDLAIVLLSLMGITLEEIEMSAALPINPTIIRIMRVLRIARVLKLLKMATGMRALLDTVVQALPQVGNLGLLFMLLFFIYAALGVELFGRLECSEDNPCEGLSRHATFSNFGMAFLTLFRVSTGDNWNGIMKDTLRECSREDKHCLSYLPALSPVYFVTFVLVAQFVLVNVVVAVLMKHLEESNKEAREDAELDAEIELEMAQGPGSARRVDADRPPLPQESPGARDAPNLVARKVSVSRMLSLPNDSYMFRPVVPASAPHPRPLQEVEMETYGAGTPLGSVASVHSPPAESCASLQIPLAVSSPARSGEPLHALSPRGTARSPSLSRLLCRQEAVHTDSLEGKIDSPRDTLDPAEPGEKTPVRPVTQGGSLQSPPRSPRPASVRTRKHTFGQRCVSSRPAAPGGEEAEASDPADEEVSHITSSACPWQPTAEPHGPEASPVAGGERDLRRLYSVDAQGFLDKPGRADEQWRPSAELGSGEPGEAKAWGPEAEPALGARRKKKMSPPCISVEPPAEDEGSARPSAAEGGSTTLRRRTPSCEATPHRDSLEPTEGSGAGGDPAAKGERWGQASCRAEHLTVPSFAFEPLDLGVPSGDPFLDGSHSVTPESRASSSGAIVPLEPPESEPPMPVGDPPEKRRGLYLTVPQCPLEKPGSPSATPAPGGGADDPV
The depositor's hits bear a star. This is a subset; rates above refer to the full screens.

SMILES	Cav3 T inh
c1cncc(Nc2nc(-c3ccncc3)cs2)c1	-1.17
O=C1c2ccccc2C2(c3ccccc3)NCCN12 (stereo not given)	-0.591
Cc1ccc(C)c(NC(=S)NC2CC3CCC(C2)N3Cc2ccco2)c1 (stereo not given)	0.119
CC(C)(C)[C@H]1C=C(C(=O)NCc2ccccc2)O[C@@H](OCCCCO)C1	0.7
CCN(CC)c1ccc(NC(=O)COC(=O)c2ccc3ccccc3n2)cc1	-0.301
Cc1ccccc1NS(=O)(=O)c1ccc2[nH]cc(C(=O)N(C)Cc3ccco3)c(=O)c2c1	-1.1
Cc1nn(Cc2ccc(Cl)cc2)c(C)c1NC(=O)c1cc(-c2ccc3c(c2)OCO3)on1	-3.13
CCC(C)N1C(=O)/C(=C/c2c(NCCCOC(C)C)nc3c(C)cccn3c2=O)SC1=S (stereo not given)	-5.15*
CCOCC(O)CSCc1ccc(Cl)cc1 (stereo not given)	-2.02
COc1ccc(NC(=O)C(C/C=C(/C)Cl)C(C)=O)cc1 (stereo not given)	-0.298
O=C1CC(=O)N(Cc2ccco2)C(=S)N1	0.363
Cc1[nH]c2ccccc2c1C1=CN2CCS(=O)(=O)N=C2S1	0.621
CCN1CCN(Cc2ccc(OCc3ccccc3)cc2)CC1	0.532
CC(=O)Oc1cc(O)c2c(=O)c(OC(C)=O)c(-c3ccc(OC(C)=O)c(OC(C)=O)c3)oc2c1	-1.93
CN(C)CCOC(c1ccccc1)c1ccccc1	-0.00361
CCOCC(=O)Nc1nnc(COC)s1	0.78
CCc1cc2c(CN3CCN(CC)CC3)cc(=O)oc2cc1O	0.0104
CC1(C)CC(C#N)(N2CCOCC2)CCO1 (stereo not given)	0.234
O=C(c1ccc2nc(N3CCOCC3)sc2c1)N1CCN(C(=O)c2ccco2)CC1	1.64
CC1(C)CC(NC(=O)C23CCC(C)(/C(=N/O)C2)C3(C)C)CC(C)(C)N1 (stereo not given)	0.285
O=C(O)C1CC(=O)N(Cc2cccs2)C1 (stereo not given)	0.916
O=C(NCc1ccccn1)c1ccc2nc(-c3ccco3)c(-c3ccco3)nc2c1	-0.121
CCOC(=O)N1CCN(C(=O)c2cc(-c3ccc(F)cc3)[nH]c2C)CC1	0.297
S=C(NCc1cccs1)Nc1cccc(Cl)c1	-1.13
CCOC(=O)c1ccc(Nc2ncnc3ccc(C)cc23)cc1	-0.0685
c1ccc(Cc2nc3ccccc3n2Cc2ccccc2)cc1	-4.34*
C=CCC(C#Cc1ccccc1)N(C)C (stereo not given)	-1.15
CCc1ccc2c(c1)/C(=C/C(=O)c1cccs1)C(=O)N2	1.44
O=C(Nc1ccccc1)O/N=C1\CCCCC1c1ccc([N+](=O)[O-])cc1[N+](=O)[O-] (stereo not given)	-1.88
COc1ccc(NC(=O)CN(C)S(=O)(=O)c2cccc3cccnc23)cc1	-0.118
FC(F)(F)c1ccc2nnc(-c3c(Cl)cccc3Cl)n2c1	0.45
NC(=O)c1oc2ccccc2c1NC(=O)c1nc2ccccc2s1	-0.246
O=C(N/N=C/c1cccnc1)C1CCCN(S(=O)(=O)c2ccccc2)C1 (stereo not given)	0.61
Cc1ccsc1C(=O)OCC(=O)c1cc2ccccc2o1	-0.401
Cc1ccc(OCCn2c(CCCO)nc3ccccc32)cc1	-3.43
CCN(CC)CCCN1C=C2C(=O)C(C)(OC(=O)C3CCCC3)C(=O)C=C2C=C1c1ccsc1 (stereo not given)	0.153
COc1ccc(N2C(=O)CSC23C(=O)N2c4c(cccc43)C(C)=CC2(C)C)cc1 (stereo not given)	-2.01
CCN1CCCC1CNC(=O)c1cc2c(-c3ccc(Cl)cc3)nn(C)c2s1 (stereo not given)	0.673
Fc1cccc(Cl)c1Cn1nnc(-c2ccc3c(c2)OCO3)n1	-3.03
COc1cc(Cl)c(C)cc1NC(=O)CSc1nc2ccccc2o1	0.189

Retrieved by structure from the entries so far, 4 records:
SMILES	Cav3 T inh
FC(F)(F)c1ccc2nnc(-c3c(Cl)cccc3Cl)n2c1	0.45
CCc1ccc2c(c1)/C(=C/C(=O)c1cccs1)C(=O)N2	1.44
O=C(O)C1CC(=O)N(Cc2cccs2)C1 (stereo not given)	0.916
Fc1cccc(Cl)c1Cn1nnc(-c2ccc3c(c2)OCO3)n1	-3.03

Additional compounds.
SMILES	Cav3 T inh
Cc1c(NC(=O)c2cnn3c2NC(c2ccc(Br)cc2)CC3C(F)(F)F)c(=O)n(-c2ccccc2)n1C (stereo not given)	-7.77*
O=C(NCC(=O)N1CCCCC1)c1ccc(Cl)cc1Cl	0.612
COc1ccc(OC(C)C(=O)NCc2cccnc2)cc1 (stereo not given)	0.167
COc1ccc(NC(=O)COc2ccccc2)c(OC)c1	-1.1
CC(=O)N1CC=CC1(CC(C)C)C(=O)NCCN1CCOCC1 (stereo not given)	0.398
COc1ccc(OC)c(/C(O)=C/C(=O)C(=O)Nc2cc(C)ccc2OC)c1	-5.55*
O=c1c2cnn(-c3ccccc3)c2nnn1Cc1ccccn1	0.72
Cn1c2c(c(=O)n(C)c1=O)CN(CCCN1CCOCC1)CN2	0.243
O=C1C(Cl)=C(NCC2CCCO2)C(=O)N1CCc1ccccc1 (stereo not given)	-1.09
c1cncc(-c2nnc3n2N=C(c2cccs2)CS3)c1	0.644
CCn1cc(CNC(=O)/C=C/c2ccc([N+](=O)[O-])cc2)c(C)n1	0.208
CCC(=O)N1c2ccc(S(=O)(=O)CCC(=O)NCCC3=CCCCC3)cc2CC1C (stereo not given)	0.94
CN1C(=O)CC(n2c(CO)nc3ccccc32)C1=O (stereo not given)	1.27
CCOC(=O)C1C(=O)C=C(c2ccc(Br)cc2)CC1c1ccco1 (stereo not given)	-2.24
O=C(COc1ccccc1)NCc1nnc(SCC(=O)Nc2nccs2)n1-c1ccccc1	1.32
CCC(c1nnnn1Cc1ccc(F)cc1)N1CCN(C2CCCCC2)CC1 (stereo not given)	0.077
O=C1c2cnc3nc(SCc4cccc(Cl)c4)nn3c2CC2c3ccccc3CCN12 (stereo not given)	-3.67
S=C1NC[C@H](Cc2ccccc2)N1CCc1cccc2ccccc12	-1.14
c1cn2cc(CSC3CCCCC3)nc2s1	-0.00874
COc1ccc(-c2nc(Cn3c(SCc4cccc(F)c4)nc4ccncc43)c(C)o2)cc1OC	-1.83

Four compounds out of the list, ordered by length of the SMILES, ascending:
SMILES	Cav3 T inh
COc1ccc(NC(=O)COc2ccccc2)c(OC)c1	-1.1
Cc1ccsc1C(=O)OCC(=O)c1cc2ccccc2o1	-0.401
Cn1c2c(c(=O)n(C)c1=O)CN(CCCN1CCOCC1)CN2	0.243
O=C(NCc1ccccn1)c1ccc2nc(-c3ccco3)c(-c3ccco3)nc2c1	-0.121

Additional records follow.
SMILES	Cav3 T inh
Cc1ccc(-c2nc(C#N)c(NCc3ccco3)o2)cc1	-1.57
CCn1ncc(NC(=O)Nc2cccc(C(F)(F)F)c2)c1C(N)=O	-0.251
O=C(CCCCCn1c(=O)[nH]c2ccsc2c1=O)N1CCCCC1	0.633
O=C1c2ccccc2C(=O)C1c1ccc2ccccc2n1	-0.262
CC(Sc1cnc2ccccc2n1)C(=O)O (stereo not given)	0.352
O=C(COc1c(F)c(F)cc(F)c1F)NC(=O)NC1CCCC1	-1.96
COc1ccccc1N=c1scc(-c2ccc3c(c2)NC(=O)CO3)n1CC1CCCO1 (stereo not given)	-3.9*
COc1ccc(CCNC(=O)c2cc(CC(C)C)on2)cc1OC	0.0684
Cc1ccc2[nH]cc(C(=O)CN3CCN(c4ccccc4F)CC3)c2c1	0.875
Cc1ccc(SCCC(=O)OCC(=O)Nc2ncc(Cl)cc2Cl)cc1	-1.48
O=C(NCc1cccnc1)c1cc2ccccc2oc1=O	0.262
CCc1ccc(NC(=O)N(Cc2ccco2)C(C)c2cccs2)cc1 (stereo not given)	-2.64
Cc1nn(C)c(C)c1CN(C)S(=O)(=O)c1ccc2ccccc2c1	1.69
COc1ccc(NC(=O)CCc2ccccc2)cc1NC(=O)c1ccco1	-0.00986
COc1ccc(CCNC(=O)COC(=O)c2ccco2)cc1OC	-0.00561
O=C(N/N=C/c1ccc(Sc2ccccn2)o1)c1cc2ccccc2cc1O	-4.99*
NC(=O)C1=C[C@H](c2coc3ccccc3c2=O)C[C@H](OCCCCO)O1	0.492
c1ccc2c(c1)oc1c(Nc3ccc4c(c3)OCO4)ncnc12	0.952
C=CCn1c(SCC(N)=O)nnc1-c1cccc(Br)c1	0.678
C=CCN1C(=O)CC(C(=O)NC)SC1=Nc1ccc(C(=O)OCC)cc1 (stereo not given)	-0.56
CCOC(=O)c1c(C)n(O)c2ccc(Cl)cc2c1=O	0.754
c1nc(NCCN2CCOCC2)c2c3c(sc2n1)CCCCC3	1.42
COc1ccc(S(=O)(=O)N(C)Cc2cccs2)cc1Br	-2.67
O=C1CCCc2c1cc(C(=O)NCc1ccco1)c(=O)n2-c1ccccc1	2.66
CCCn1c(N2CCN(CC(=O)c3c(C)n(C)c4ccccc34)CC2)nc2c1c(=O)[nH]c(=O)n2C	3.09*
CC(C)CC(O)(CC(C)C)C(=O)NNc1ccccc1	1.25
COc1ccccc1N1CCN(C2CCN(C(=O)c3cccs3)CC2)CC1	-0.141
CC(=NCc1ccncc1)C1=C(O)c2ccccc2C1=O	0.397
COc1cccc(NC(=O)CSc2nc3ccccc3cc2Cc2ccccc2)c1	-4.01*
C=CCn1c(SCc2ccccc2C#N)nnc1-c1cc(Br)ccc1O	-2.89
O=C(CSc1nnnn1-c1ccccc1)N1CCc2ccccc2C1	-1.67
COc1ccc(N2C(=O)C3CCCN3C2c2cccc(C)c2)cc1Cl (stereo not given)	-0.118
O=C(Nc1ccccc1Sc1ccccc1)c1ccccc1	-2.39
O=S(=O)(NCC1CCCO1)c1ccc(Oc2ccccc2)cc1 (stereo not given)	0.336
CC(C)Cn1c(-c2ccc(F)cc2)n[nH]c1=S	-0.00513
NC(=O)C1=C[C@@H](c2ccccc2)C[C@@H](OCCCCO)O1	0.165
COc1ccc(Br)cc1CN1CCCC(C(=O)N2CCCCCC2)C1 (stereo not given)	0.737
COc1ccc(C2CC(=O)c3c(O)cc(O)cc3O2)c(CC=C(C)C)c1OC (stereo not given)	-1.21
O=C(Nc1ccccc1)NC1(C(=O)N2CCN(C(=O)c3ccco3)CC2)CCCCC1	-0.436
COc1ccc(-c2csc(NC(=O)c3cc(C)on3)c2C#N)cc1OC	0.441
CCOC(=O)Cn1c(-c2ccccn2)nc2ccccc21	-0.0958
Cc1ccc(S(=O)(=O)C2(C(=O)Nc3nccs3)CC2)cc1	-0.0116
O=C(CCC1CCCC1)Nc1ccc(OCC(=O)N2CCOCC2)cc1	1.1
O=S(=O)(c1ccc(Cl)nc1)N1CCN(Cc2ccc3c(c2)OCO3)CC1	-0.0327
CCOC(=O)c1sc(N)c(C#N)c1CSc1nnc(C2CC2)n1N	0.00666
O=C(ON=C1CCN(S(=O)(=O)c2ccccc2)CC1)c1cccc(Cl)c1	0.428
CCOc1ccc(-c2noc(COC)n2)cc1OC	-1.89
c1ccc(-c2nc(CSc3n[nH]c(-c4cccs4)n3)cs2)cc1	-5.05
O=C(Nc1ccccn1)NC1CCCCC1	0.414
CCn1c(SCC(=O)Nc2ccc(C(C)=O)cc2)nc2ccccc21	1.07
COc1ccc(NC(=O)c2ccc(CNc3c(NC4CCCCC4)c(=O)c3=O)cc2)cc1OC	-0.809
Cc1onc(-c2c(F)cccc2Cl)c1C(=O)Nc1sc2c(c1C#N)CCC(C(C)(C)C)C2 (stereo not given)	-1.67
O=C1CC(c2cc(Br)ccc2F)c2cc3c(cc2N1)CCC3 (stereo not given)	0.0393
CCOC(=O)C1(C)NC(c2ccc(N(C)C)cc2)C2C(=O)N(c3ccc(OC)cc3)C(=O)C21 (stereo not given)	0.703
O=C(OCC1CC(c2ccccn2)=NO1)c1ccc(Br)cc1 (stereo not given)	-2.78
CC1CCN(CCCCOc2ccc(C(=O)c3ccccc3)cc2)CC1	-0.156
CCc1cc2cc3c(cc2nc1SCC(=O)Nc1cc(C)on1)OCO3	-0.372
O=[N+]([O-])c1ccc(-c2csc3[n+]2CCS3)cc1	-0.0769
CCC(C)N1C(=O)CCC1C(=O)N1CCN(c2ccccc2F)CC1 (stereo not given)	-0.00554
CCCCNC(=O)C1CCCN1C(=O)NC1CCCCC1 (stereo not given)	0.882
The list goes on:
SMILES	Cav3 T inh
COc1ccc(N=C/C=C2\C=C(c3ccccc3)OC(C)(C)O2)cc1	-0.604
CC1CC(C)CN(C(=O)c2ccncc2)C1 (stereo not given)	0.369
COc1ccc(N2C(=O)CSC2c2ccc3c(c2)OCO3)c(OC)c1 (stereo not given)	-2.21
O=C(c1ccc(F)cc1)N1CCN(c2ccc([N+](=O)[O-])c(N3CCCCC3)c2)CC1	-1.12
c1ccc(Cn2nnnc2C(c2ccccc2)N2CCN(c3nc4ccccc4s3)CC2)cc1 (stereo not given)	-0.0346
O=C(Oc1cccc2c(=O)[nH]ccc12)c1ccccc1	-0.0703
CCCCC(=O)Nc1cc(OCC)c(NC(=O)c2ccccc2[N+](=O)[O-])cc1OCC	1.38
O=C1c2ccccc2C(=O)N1CCCCN(C(=O)c1ccc([N+](=O)[O-])cc1)c1ccc(Cl)cc1	-2.75
O=C(Cc1ccccc1)N1CCC(c2nc3ccccc3[nH]2)CC1	0.552
c1cc2c(cc1C1=Nn3c(nnc3C3CCCCC3)SC1)OCO2	-2.43

Reformatted: 4 of the compounds above
Compound,Cav3 T inh
O=C1CC(c2cc(Br)ccc2F)c2cc3c(cc2N1)CCC3 (stereo not given),0.0393
CCOC(=O)C1(C)NC(c2ccc(N(C)C)cc2)C2C(=O)N(c3ccc(OC)cc3)C(=O)C21 (stereo not given),0.703
O=C(OCC1CC(c2ccccn2)=NO1)c1ccc(Br)cc1 (stereo not given),-2.78
CC1CCN(CCCCOc2ccc(C(=O)c3ccccc3)cc2)CC1,-0.156
